# Source: PubChem (several laboratories)
# PERK inhibitor = inhibitors of human PERK kinase. CHO PERK-DD fusion, SEAP luminescence translation reporter. 220,000 tested, 0.17% active. Q9NZJ5. inhibition, % at 5.6 µM;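 active = inhibition above the mean inhibition of all tested compounds plus 3 SD, set separately per screening campaign, cut at about 2.9% in these data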;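 note: PERK kinase domain activated by AP20187 dimerizer at 100 nM; 0% = DMSO with dimerizer and 100% = rapamycin at 8.4 µM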
# Mdm2 ligase inh = Mdm2 E3 ligase (human) inhibition; cell-based MDM2 ubiquitination luciferase reporter, 2 h; 0 = plate control, 100 = twice control, blank-subtracted; signal enhancement, % at 5 µM; 210,000 tested, 0.11% active; AID 1230;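 active = signal enhancement of 30% or more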;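 note: luminescence tracks abundance of the self-degrading MDM2-luciferase fusion protein; higher signal means inhibition of MDM2 E3 ligase activity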
#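 Assay system: stable mammalian line carrying autodegrading MDM2–luciferase fusion reporter; amount: 2000 cells seeded into each well; buffer or medium: DMEM; benchmarks: plate control and blank wells; signal: luciferase luminescence; timing: 2 h compound exposure at 37 °C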
# NPY2 pot ag = potentiators or agonists of human neuropeptide Y receptor Y2; P49146; cells expressing NPY-Y2, potentiator/agonist read-out; activation, % at 3.6 µM; 220,000 tested, 0.45% active; AID 1359; in the data active = activation above about 27%;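 note: cells stimulated with NPY near EC25 plus isoproterenol at EC100; 0% = vehicle plus submaximal agonist and 100% = vehicle plus saturating agonist; some results beyond the cut were filed as inactive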
# Target sequence (P49146 whole entry, looked up): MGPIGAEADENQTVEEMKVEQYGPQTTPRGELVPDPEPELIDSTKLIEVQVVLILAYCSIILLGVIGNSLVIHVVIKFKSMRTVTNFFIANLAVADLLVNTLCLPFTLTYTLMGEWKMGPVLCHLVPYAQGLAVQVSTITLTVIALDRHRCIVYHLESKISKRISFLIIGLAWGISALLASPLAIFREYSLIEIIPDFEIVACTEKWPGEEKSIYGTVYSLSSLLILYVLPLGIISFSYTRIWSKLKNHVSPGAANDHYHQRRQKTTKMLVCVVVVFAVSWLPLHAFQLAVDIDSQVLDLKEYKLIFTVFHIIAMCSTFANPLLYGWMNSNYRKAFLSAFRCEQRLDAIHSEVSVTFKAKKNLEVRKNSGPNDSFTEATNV
# BaF3 parental = reduces parental Ba/F3 cell viability, JAK2V617F counter-screen; CellTiter-Glo ATP luminescence; inhibition, % at 5.6 µM; 220,000 tested, 1.1% active; AID 1486;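 active = inhibition above a per-campaign cutoff, the mean inhibition of all tested compounds plus 3 SD, cut at about 27% in these data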;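 note: 0% = DMSO wells and 100% = JAK Inhibitor I control wells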
# Wee1 stabilizer = human Wee1 degradation inhibition, primary screen; P30291; HeLa Luc-Wee1K328M stability, luciferase luminescence; 100% = proteasome inhibitor MG132 effect; reporter increase, % at 5 µM; 220,000 tested, 1.2% active;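 active = activation above the mean of all tested compounds plus 3 SD, set per screening run, cut at about 8.8% in these data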;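 note: cells exposed to compound for 20 h before luminescence read; 0% = DMSO alone and 100% = MG132 at 30 µM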
# S1P4 agonist = agonists of human S1P4 receptor; O95977; S1P4-expressing cell line, agonist reporter assay; activation, % at 4.98 µM; 220,000 tested, 0.35% active; in the data active = activation above about 11%;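 note: 0% = DMSO vehicle and 100% = reference agonist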
# Target sequence (O95977 whole entry, looked up): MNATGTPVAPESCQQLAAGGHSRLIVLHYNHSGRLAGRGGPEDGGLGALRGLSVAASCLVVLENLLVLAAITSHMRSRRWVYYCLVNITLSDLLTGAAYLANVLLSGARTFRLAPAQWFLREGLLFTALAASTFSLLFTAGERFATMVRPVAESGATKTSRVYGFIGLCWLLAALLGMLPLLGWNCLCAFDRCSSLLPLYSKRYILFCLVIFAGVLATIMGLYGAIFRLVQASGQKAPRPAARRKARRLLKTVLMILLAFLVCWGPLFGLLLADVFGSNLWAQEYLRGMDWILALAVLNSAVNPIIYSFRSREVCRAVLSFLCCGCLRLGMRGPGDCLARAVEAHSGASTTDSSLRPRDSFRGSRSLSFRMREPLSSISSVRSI
# eIF4E-4G inh = inhibitors of eIF4E and eIF4G interaction in translation initiation; TR-FRET eIF4E-eIF4GI(517-606) binding, 2 h; inhibition, % at 21.7 µM; 220,000 tested, 0.37% active;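 active = inhibition above about 30%, limit read from the data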;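 note: 0% = full FRET control wells and 100% = background wells lacking eIF4GI fragment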
# S1P4 antagonist = human S1P4 receptor antagonism. S1P4-expressing cells, antagonist mode, reporter read-out. inhibition, % at 4.98 µM. 220,000 tested, 0.26% active; in the data active = inhibition above about 29%;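 note: 0% = wells stimulated with agonist and 100% = vehicle wells without agonist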
# Ba/F3 V617F tox = reduce viability of Ba/F3 cells dependent on JAK2V617F; inhibition, % at 5.6 µM; Ba/F3 EpoR-JAK2V617F viability, ATP luminescence; 220,000 tested, 1.1% active;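 active = inhibition above the campaign mean plus 3 SD over all tested compounds, cut at about 24% in these data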;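 note: cytokine-independent growth of Ba/F3 cells driven by EpoR plus mutant JAK2; 0% = DMSO-treated cells and 100% = JAK inhibitor I control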
# Active calls of the source: *; nt = not tested or not shown; [ ] = dose if it differs, or a comment.
SMILES	PERK inhibitor	Mdm2 ligase inh	NPY2 pot ag	BaF3 parental	Wee1 stabilizer	S1P4 agonist	eIF4E-4G inh	S1P4 antagonist	Ba/F3 V617F tox
CC1Oc2ccccc2OC1(O)c1ccccn1 (stereo not drawn)	0.7	0	-21	10	-3	0.5	12	-6	3
CCOc1cc(C(=O)NCCOC)cc(OCC)c1OCC	1.5	-10	4	2	1	1.9	0	-20	1
COc1ccc(C2C(C(=O)NC(C)C)c3ccccc3C(=O)N2C)cc1OC (stereo not drawn)	0.0	-26	-9	1	-2	3.1	12	-5	-1
Cc1ccc(-n2[nH]c(C)c(C=Nc3ccc4[nH]c(=O)[nH]c4c3)c2=O)cc1	0.2	-11	6	9	2	-0.1	-2[fluorescence artefact?]	-4	3
CCOC(=O)c1cc(C)sc1NC(=O)CCC(=O)O	0.8	-10	-6	5	-2	0.3	-11	-2	-3
CCC(=O)Nc1ccc(C(=O)NNC(=O)COc2cc(C)ccc2C)cc1	0.9	-4	3	4	2	-1.4	-1	1	-1
O=C(OCCN1CCOCC1)C(c1ccccc1)c1ccccc1	0.4	2	-2	6	1	0.5	0[fluorescence artefact?]	-3	-2
O=C(CSc1ncnc2c1oc1ccccc12)Nc1cccc(F)c1	1.4	-6	-2	5	-2	1.4	10[fluorescence artefact?]	-8	1
Cc1ccc(CNC(=O)CCn2nc(-c3ccc(Cl)cc3)ccc2=O)cc1	0.0	-23	-29	10	1	0.4	1	-11	3
Cc1ccc(C)c(Cn2c(C(C)O)nc3ccccc32)c1 (stereo not drawn)	0.3	-37	-1	2	0	-1.4	1	-28	-1
CC1=CC(c2ccc(Cl)cc2)n2nc(NS(=O)(=O)c3ccc(C)cc3)nc2N1 (stereo not drawn)	0.0	-9	-20	4	-1	-3.0	2	-11	1
CCN(CC)S(=O)(=O)c1ccc(N2CCCC2)c(C(=O)OCC(=O)/C(C#N)=C(\C)N)c1	-0.9	-2	-2	3	-1	-0.2	0	5	4
Cc1cnc(C(=O)N2CCCC(C(=O)c3ccc(C(F)(F)F)cc3)C2)cn1 (stereo not drawn)	0.3	8	3	2	-1	0.1	2	-2	-4
Cc1cc(C)nc(/N=C(/NC(=O)c2ccccc2)Nc2ccccc2)n1	-0.4	-18	2	3	-3	-0.8	0[fluorescence artefact?]	-9	-3
Cc1ccc(NC(=O)CC(=O)NCCN2CCOCC2)cc1	0.9	1	8	-1	0	-0.1	-7	-5	-3
CCOC(=O)N1CCN(C(=O)Nc2cccc3ccccc23)CC1	0.8	-3	5	4	-2	0.6	2	-8	1
CC(=O)Nc1ccc(NS(=O)(=O)c2c(Cl)cccc2Cl)cc1	1.2	nt	-9	-6	5	-0.1	1	2	0
COc1cc(OC)c(OC)cc1/C=N/Nc1ncnc2c1[nH]c1ccccc12	-0.2	-19	7	5	0	0.3	3	-22	1
C#CCOCCOCCOCCNc1nc(N2CCOCC2)nc(N2CCN(C(=O)[C@H]([C@@H](C)CC)n3cc([C@@H](N)CO)nn3)CC2)n1	0.5	nt	-2	-3	2	-0.1	-1	12	-2
CCNC(=O)OCc1cn(-c2ccccc2)nn1	0.6	-42	2	4	-3	1.5	0	-19	-1
CCOC(=O)c1nnn(CC(=O)Nc2cccc(OC)c2)c1C(=O)OCC	0.0	4	-15	2	0	0.1	3	-5	-3
CC1=C(C(=O)N2CCCCC2)C2(CCC(C)CC2)OC1=O (stereo not drawn)	0.2	-25	14	0	6	3.1	1	-25	0
CCc1c(C)sc(NC(=O)c2cc(C)on2)c1C#N	0.1	-2	5	4	3	0.5	-4	-26	-4
CCc1ccc(-c2cc(C(=O)Nc3ccc(S(=O)(=O)NC(C)=O)cc3)c3ccccc3n2)cc1	1.2	-11	2	0	3	3.0	6[fluorescence artefact?]	6	-1
CC(C)=CCC/C(C)=C/COc1ccc2ccc(=O)oc2c1	1.9	2	-13	-8	0	0.3	5	3	0
O=C(CN1C(=O)c2ccccc2S1(=O)=O)NCCSc1ccccc1	-0.4	-11	-25	10	0	1.2	-15	-21	6
CCOC(=O)C1(C)NC(c2cc(OC)c(OC)c(OC)c2)C2C(=O)N(CC)C(=O)C21 (stereo not drawn)	0.0	nt	11	10	2	-0.4	-3	5	5
CCN(CC)C(=O)c1[nH]cnc1C(=O)N[C@@H](CCCCNC(=O)OC(C)(C)C)C(=O)OC(C)(C)C	0.2	nt	-15	0	-1	0.2	1	3	0
CCOC(=O)c1ccc(-c2ccc(/C=C(\C#N)C(=O)NCc3cccs3)o2)cc1	0.3	-11	6	3	-1	1.0	4	-18	-2
O=C(CSc1nc2ccccc2s1)N/N=C/c1ccccc1C(=O)O	-0.7	-20	-15	-2	-1	1.0	0	-11	-1
Cc1cc([N+](=O)[O-])ccc1NCc1ccccc1	0.3	-14	4	2	-1	-0.5	16	-8	0
CC(/C=C/c1ccco1)=N\NC(=O)C(O)c1ccccc1 (stereo not drawn)	0.6	2	5	8	3	-3.4	2	-6	2
O=S(Cc1ccc(Br)cc1)Cc1nnc(SCc2ccc(Br)cc2)n1-c1ccccc1 (stereo not drawn)	-1.0	-18	-14	34*	0	-2.2	-5	2	15
Cc1ccc(Cn2nnc3c(=O)n(CC(=O)N4CCN(c5ccccc5)CC4)cnc32)cc1	-1.4	-11	-9	2	2	0.1	0[fluorescence artefact?]	-6	-3
COCCCNCCCCOc1ccc(Br)cc1C	-0.4	1	5	3	-1	1.0	15	-19	-1
C/C(=N\NC(=O)Cn1nc(C)c([N+](=O)[O-])c1C)c1ccco1	0.7	-2	-6	-3	0	1.1	-4	-15	-1
Cc1[nH]nc2c1C1(C(=O)N(Cc3ccc(Cl)cc3)c3ccccc31)C(C#N)=C(N)O2 (stereo not drawn)	-0.6	-6	7	1	1	-1.0	-5	-13	-5
COc1ccccc1/C=C(\C#N)C(=O)Nc1ccc(S(N)(=O)=O)cc1	0.4	6	-1	8	0	1.3	-8	0	-1
Cc1ccc(N2C(=O)N(CC(=O)N(C)Cc3ccccc3)C(=O)C2C)cc1 (stereo not drawn)	-0.9	-13	-2	6	8	1.1	-1	5	5
O=C(c1c(F)c(F)c(F)c(F)c1F)N1CCN(c2cccc(C(F)(F)F)c2)CC1	-0.6	-10	6	1	-1	0.7	2	-5	-1
COc1ccccc1N1CCN(C2CCN(C(=O)c3cccc(F)c3)CC2)CC1	-1.1	-21	-10	4	0	0.6	-1	-24	3
CCc1cc2c(SCC(=O)c3ccccc3)ncnc2s1	-0.8	-2	-1	0	2	0.2	-1[fluorescence artefact?]	-8	1
O=c1[nH]c2ccc(NS(=O)(=O)c3ccc4ccccc4c3)cc2[nH]1	0.5	-16	6	7	1	0.5	4	-26	4
CC(=O)NC(N1CCCCC1)C(F)(F)C(F)(F)C(F)(F)C(F)F (stereo not drawn)	1.4	-18	9	6	-1	-0.1	0	-9	1
Cc1ccc(C(=O)/C=C/Nc2ccc([N+](=O)[O-])cc2Br)cc1	0.3	-9	-5	4	-2	0.5	5	-11	4
COCCn1c(SC(C)C(=O)Nc2ncc(Cl)cc2Cl)nc2ccccc21 (stereo not drawn)	-1.4	-8	-6	3	0	0.9	1	4	0
COc1cccc(Nc2nc(-c3sc(NC(=O)c4ccco4)nc3C)cs2)c1	-0.4	-19	21	6	0	29*	-8	-7	1
CCc1nnc(NC(=O)c2cccc(NC(=O)C(C)C)c2)s1	-0.3	-9	5	6	1	-0.9	-6	-2	0
O=[N+]([O-])c1cc(CN2CCCC2)ccc1Sc1ccc(Cl)cc1	1.7	0	20	11	3	-1.6	-2	-1	1
C=C(Cl)COc1ccc2c(CCCC)cc(=O)oc2c1	0.6	-17	-1	6	9.3*	-1.2	4	12	1
Cc1cc(=O)oc2cc(OCC(=O)N3CCN(C(=O)c4ccco4)CC3)ccc12	-0.4	-6	10	-2	0	0.9	3	-25	-1
Cc1nc(N(C)Cc2ccccc2)c2nnn(Cc3ccccc3)c2n1	-1.4	-26	4	4	0	1.0	7	4	-4
C=CCn1c(SCCOC)nc2c1c(=O)[nH]c(=O)n2C	1.8	-13	2	7	-3	1.1	2	-11	-3
Cc1ccccc1Nc1c(-c2ccccn2)nc2ccccn12	0.2	-9	35*	1	1	-1.3	-3	-1	0
NC(=O)c1cc2c(s1)-c1cc(Cl)ccc1SC2	1.7	-1	-5	0	-4	0.1	-1	-1	-1
Cc1nnc(SCC(=O)c2ccc(Br)cc2)s1	0.8	-13	-4	8	0	1.0	0	-8	-3
CCOc1ccc(-c2nnc3ccc(SCC(=O)NCc4ccco4)nn23)cc1	-1.6	-4	-4	2	0	0.2	-1[fluorescence artefact?]	9	2
CCCn1c(SCc2nc(-c3cccs3)no2)nnc1-c1ccncc1	-0.1	-11	-3	2	-2	2.2	1	4	-2
Cc1ccc(Nc2nc(CSc3nnnn3C)cs2)cc1	0.2	-17	-15	7	0	0.4	-2	6	5
OCCN1CCN(Cc2nc(-c3cccc(Cl)c3)no2)CC1	-0.1	-3	-18	2	0	0.5	2	4	3

# The listing continues.
SMILES	PERK inhibitor	Mdm2 ligase inh	NPY2 pot ag	BaF3 parental	Wee1 stabilizer	S1P4 agonist	eIF4E-4G inh	S1P4 antagonist	Ba/F3 V617F tox
O=C(Nc1ccncc1)c1ccccc1F	1.6	-11	15	-4	2	0.9	-6	-11	-4
O=C(CCCOc1ccccc1)Nc1ccc2c(c1)OCCO2	0.8	-12	-33	2	-2	0.4	-2	-6	-1
COc1ccc(CCCc2nnc(SCC(=O)Nc3nc(C)cs3)n2C)cc1	-1.1	1	-5	2	-5	0.8	6[fluorescence artefact?]	-25	4
COc1ccc(C(=O)C2CCCN(C3Cc4ccccc4C3)C2)cc1OC (stereo not drawn)	0.1	-17	-5	-2	1	1.1	2	-22	-2
Cc1sc2c(c1C)c(=O)nc1n2Cc2ccccc2-1	-0.6	14	-12	1	-2	0.4	0	3	2
O=C(OCC1COc2ccccc2O1)c1ccccc1F (stereo not drawn)	1.2	-6	13	-1	0	-0.3	-8	0	-3
O=C(Cn1c(CO)nc2ccccc21)NCCc1ccc(F)cc1	0.1	-8	1	7	5	-0.8	-5	-13	4
Cc1nc(NC(=O)c2oc3ccccc3c2C)sc1C(=O)N(C)C	-0.2	-14	-11	-1	-4	0.8	7	-15	-1
O=C(NC(=S)Nc1cccnc1Cl)c1ccco1	1.1	2	-7	6	5	1.4	4	-15	3
C=CCOc1ccccc1CN1CCC(CO)(CCOc2ccccc2)CC1	0.8	-14	-41	1	6	-0.6	0	2	-2
CCOC(=O)c1oc2c(C)c(O)ccc2c(=O)c1-c1nncn1-c1ccccc1	1.0	12	1	-2	-1	1.1	0	-25	-2
Cc1cc(C(=O)Nc2c(C)nn(Cc3ccccc3Cl)c2C)no1	-0.5	-25	-10	3	0	1.9	1	-10	1
Cc1nn(-c2ccccc2)c2c1C1(C(=O)N(C)c3ccccc31)N(c1ccccc1)C(=O)N2 (stereo not drawn)	-0.4	-6	8	0	-2	1.9	3	6	2

# As a short view, two of the compounds above.
SMILES	PERK inhibitor	Mdm2 ligase inh	NPY2 pot ag	BaF3 parental	Wee1 stabilizer	S1P4 agonist	eIF4E-4G inh	S1P4 antagonist	Ba/F3 V617F tox
Cc1cc(C(=O)Nc2c(C)nn(Cc3ccccc3Cl)c2C)no1	-0.5	-25	-10	3	0	1.9	1	-10	1
Cc1nn(-c2ccccc2)c2c1C1(C(=O)N(C)c3ccccc31)N(c1ccccc1)C(=O)N2 (stereo not drawn)	-0.4	-6	8	0	-2	1.9	3	6	2
